High-throughput results as filed in PubChem.
Giardia kill = kills Giardia lamblia | activity change, % at 7.66 µM, hits read low | hit rate 0.15% among 340,000 | Giardia lamblia trophozoite viability; in the data active means activity change below about -80%; inconclusive means between about -30% and that limit;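 further: parasites exposed to compound for two days anaerobically before the ATP read; on the % scale 0 is the no-effect control and ±100 the full control effect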
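Luminescent ATP signal served as the viability read-out, measured 15-30 min after adding ATP detection reagent to trophozoites that had been incubated with compounds for 48 hrs at 37 deg C anaerobically at 100 cells/well.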
A-T KAP1 phos = candidate therapy for ataxia-telangiectasia; […] A-T fibroblasts, KAP-1 phosphorylation AlphaLISA; neocarzinostatin DNA damage 30 min before lysis; Potency, µM (titrated, usually from 57.5 µM), without a hit: top-dose activation, most hits filed as activators; hit rate 0.19% among 320,000; further: potency means the concentration at half of the fitted maximal effect; % of control where 0% means no effect; nearly all actives have a fitted effect of over 45% in size
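hTERT-immortalized A-T patient fibroblasts ([…]), 500 cells/well in OPTI-MEM, 1% FBS, got compounds for 60 min, then NCS for 30 min at 37C. Lysates were then assayed for phospho-KAP-1 by AlphaLISA (anti-pKAP1 donor, anti-KAP1 acceptor beads), 6 hr at 25C.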
GALK inh = inhibitors of human galactokinase. P51570. Purified GALK, Kinase-Glo residual ATP luminescence. Potency, µM (series often up to 57.5 µM), for the others: at the highest dose activity change, negative = inhibition, usual class: inhibitors. hit rate 0.007% among 270,000; further: potency means the concentration at half of the fitted maximal effect; on the % scale 0 is the no-effect control and ±100 the full control effect
Target sequence (P51570 whole entry, looked up): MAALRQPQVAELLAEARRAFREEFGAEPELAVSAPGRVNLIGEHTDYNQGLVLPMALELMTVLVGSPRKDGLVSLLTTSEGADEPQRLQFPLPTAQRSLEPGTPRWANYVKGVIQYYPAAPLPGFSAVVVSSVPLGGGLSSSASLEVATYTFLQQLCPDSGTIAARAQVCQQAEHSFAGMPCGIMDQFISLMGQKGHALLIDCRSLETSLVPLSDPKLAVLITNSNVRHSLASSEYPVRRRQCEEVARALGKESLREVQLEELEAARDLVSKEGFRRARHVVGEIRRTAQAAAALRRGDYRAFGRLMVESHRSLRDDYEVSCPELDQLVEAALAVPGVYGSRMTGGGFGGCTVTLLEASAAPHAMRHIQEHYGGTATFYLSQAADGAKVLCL
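Compounds were pin-transferred into ATP buffer (35 uM final), then GALK plus galactose (5 nM, 100 uM final) was added. After 1 h at room temperature, Kinase-Glo Plus was added and luminescence read after 10 min.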
CXXC DNA block = MLL CXXC-DNA interaction inhibition | Q03164 | MLL-CXXC / FITC-HOXA9 DNA fluorescence polarization | Potency, µM (series often up to 115 µM), without a hit: at the top dose activity change, negative = inhibition, hits mostly inhibitors | hit rate 0.037% among 290,000 | AID 2662; active means well fitted inhibition curve with a large enough effect in the polarisation, with a control signal flat, not every such curve was filed as active; inconclusive means small, poorly fitted or top-dose-only effect, or effect the other way, or a change in a side signal; inactive means no such curve, though single readings can be large or run the other way; the % refers to the polarisation; further: potency means the concentration at half of the fitted maximal effect
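Steps: dispense CXXC domain solution (7 uM) → pin compounds or unlabeled HOX-A9 DNA control → 5 min ambient → add FLSN-HOX-A9 solution (50 nM) → spin → 30 min ambient → fluorescence polarization. Tris pH 7.5/NaCl/DTT/BSA buffer.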
TSHR antag = human thyrotropin receptor antagonism. TSHR-expressing cells, TSH-stimulated cAMP HTRF, 2 h; hits give low values. P16473. hit rate 0.2% among 330,000. activity change, negative = inhibition, % at 11.5 µM;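 active means activity change below a set negative limit, meaning inhibition stronger than a set level, cut at about -70% in these data; inconclusive means activity change between two set negative limits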; further: on the % scale 0 is the no-effect control and ±100 the full control effect
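TSHR-expressing cells were treated with compounds, then stimulated with TSH at EC80 (4nM final) for 2 hours at 37 deg C. Cellular cAMP was measured by HTRF competition between lysate cAMP and cAMP-d2 for a cryptate-labelled anti-cAMP antibody.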
Coupling enz = counter-screen for Giardia aldolase inhibitors: coupling enzyme system; AID 2472; activity change, negative = inhibition, % at 58.2 µM, hits read low; hit rate 0.67% among 290,000; coupling enzyme system counterscreen, AmpLite Red fluorescence; in the data active means activity change below about -30%; further: on the % scale 0 is the no-effect control and ±100 the full control effect
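Coupling enzymes only (glyceraldehyde-3-phosphate) + compound, at 57.5 uM final, 10 min RT; add substrate/coupling/AmpLite Red mix, 20 min RT; fluorescence ex 525/em 598 nm. Actives flag coupling-system interference.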
Chronic BCR inh = blocks chronic active B-cell receptor signaling; ABC-DLBCL IkBa-CBG/CBR reporter, luminescence ratio, 4 h; Potency, µM (highest dose often 46.1 µM), without a hit: top-dose ratio change, negative = lower green/red ratio, hits mostly inhibitors; hit rate 0.05% among 340,000; AID 493014; active means well fitted inhibition curve with a large enough effect in the signal ratio, with a control signal flat, not every such curve was filed as active; inconclusive means small, poorly fitted or top-dose-only effect, or effect the other way, or a change in a side signal; the % refers to the signal ratio;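 further: potency means the concentration at half of the fitted maximal effect; plate controls were basal doxycycline-induced cells for no effect and cells given 10 µM MG132 for full effect; MG132 reads +100%, hits lower the ratio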
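TMD8 ABC-DLBCL cells carrying doxycycline-inducible green luciferase fused to IkappaBalpha plus unfused red luciferase were exposed to compounds (up to 46 uM) for 4 hrs at 37C. Activity came from the overlap-corrected green/red luminescence ratio.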
Tb PFK block = inhibitors of T. brucei phosphofructokinase | O15648 | T. brucei PFK, ADP-Glo luminescence | Potency, µM (titrated, usually from 57.5 µM), without a hit: at the top dose activity, negative = inhibition, actives largely listed as inhibitors | hit rate 0.17% among 330,000 | AID 485367;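 further: potency means the concentration at half of the fitted maximal effect; 0% = uninhibited 1x PFK enzyme wells and -100% = no-enzyme wells; nearly all actives have a fitted effect of over 60% in size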
Target sequence (O15648 whole entry, looked up): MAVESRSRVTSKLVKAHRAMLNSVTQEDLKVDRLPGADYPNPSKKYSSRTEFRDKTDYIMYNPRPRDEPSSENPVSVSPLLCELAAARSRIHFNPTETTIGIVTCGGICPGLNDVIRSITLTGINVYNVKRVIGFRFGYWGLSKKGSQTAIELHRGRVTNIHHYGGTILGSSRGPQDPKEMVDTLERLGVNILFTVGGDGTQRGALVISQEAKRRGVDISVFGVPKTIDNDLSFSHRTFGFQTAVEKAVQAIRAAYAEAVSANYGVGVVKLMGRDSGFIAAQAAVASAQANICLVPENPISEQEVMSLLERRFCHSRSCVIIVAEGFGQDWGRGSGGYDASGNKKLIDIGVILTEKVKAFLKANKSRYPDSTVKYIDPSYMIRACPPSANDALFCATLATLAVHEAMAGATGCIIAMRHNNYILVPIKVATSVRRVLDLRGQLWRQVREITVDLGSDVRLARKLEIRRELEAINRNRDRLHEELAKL
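Luminescent ADP detection (ADP-Glo, two-step: ATP depletion then ADP-to-ATP conversion for luciferase) reported PFK activity after 45 min room-temperature reaction of 1.25 nM enzyme with 0.5 mM F6P and 0.1 mM ATP at pH 8.0.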
hERG WT inh = inhibitors of human wildtype KCNH2 potassium channel. Q12809. activity change, % at 1.84 µM. hit rate 0.37% among 340,000. U2OS, BacMam KCNH2, thallium flux FluxOr; hits give low values. AID 720551;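 active means maximum activity change below -70%; inconclusive means maximum activity change between -70% and -50%; inactive means maximum activity change above -50%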; further: on the % scale 0 is the no-effect control and ±100 the full control effect
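U2OS cells transduced with wild-type KCNH2 virus are loaded with FluxOr dye for 45 min, and thallium flux is measured in kinetic reads before and after stimulation buffer. Rate constants are normalized to DMSO controls.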
TCR act = T cell receptor activation; 330,000 tested, under 10 active; AID 504894; Potency, µM (doses to about 9.22 µM), for inactives: top-dose activation of IL-2 secretion, hits mostly activators; primary human leukocytes, anti-CD3, IL-2 HTRF, 48 h; further: % of control where 0% means no effect
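Primary human leukocytes receive a-CD3 beads and test compound and are incubated 48 hr. Secreted IL-2 is then assayed by HTRF, measuring 665nm acceptor emission after 320nm excitation of the europium donor.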
An asterisk follows results filed as active; ? = inconclusive; nt = no result given; & = joins results of further samples; [ ] = remark or other dose. Unless noted, the call rests on the fitted dose curve; in most records, active means well fitted curve in the direction sought with a large enough effect; inconclusive means small, poorly fitted or top-dose-only effect, or another doubt; inactive means no such curve, though single readings can be large; an effect the other way counts as inactive or inconclusive.

Below each SMILES: CXXC DNA block, Coupling enz, Giardia kill, TSHR antag, A-T KAP1 phos, hERG WT inh, Chronic BCR inh, Tb PFK block, TCR act, GALK inh
- CN(C(=O)COC(=O)c1ccc(Cl)nc1)c1c(N)n(Cc2ccccc2)c(=O)[nH]c1=O
    nt, nt, 1, -5, 17%, 13, 2%, 0%, 1%, nt
- COc1cc2nc(CN3CCN(S(=O)(=O)c4ccc(C)c(C)c4)CC3)[nH]c(=O)c2cc1OC
    -2%, -1, 28, 8, 0%, -1, ?, -1%, -7%, -2%
- COc1cc2c(cc1OC)CN(c1nc(CN3CCCC3)nc3sc(C)c(C)c13)CC2
    0%, 2, 18, 21, 12%, -1, ?, -6%, -5%, 5%
- Cc1nc(SCC(=O)NC2CCCCC2C)nc(C)c1C (stereo not drawn)
    nt, nt, -5, -1, -12%, -1, 0%, 1%, 1%[46.1 µM], nt
- O=C(N/N=C/c1oc(O)c2ccccc12)c1ccccc1
    1%, 2, -26, -7, -3%, -14, nt, 1%, 3%, 0%
- CN(Cc1cccc(F)c1)C(=O)CSc1nnc(C2CC2)n1C1CC1
    nt, nt, 19, 2, 0%, -13, 2%, -6%, nt, nt
- COc1ccccc1NC(=O)c1nnn(CC(=O)Nc2cc(C)cc(C)c2)c1N
    4%, nt, 25, 0, -10%, 5, -16%, 1%, -3%, -3%
- CC(=O)n1cc([C@@H]2C=C(C(=O)NCc3ccccc3)O[C@H](OCc3ccc(CO)cc3)C2)c2ccccc21
    20%, 5, 13, 16, 57%, nt, -9%, 0%, 4%, -1%
- Cc1ccccc1Nc1c(-c2ccncc2)nc2ccc(Cl)cn12
    3%, -2, 2, -4, 3%, -2, ?, -3%, -4%, -1%
- Cc1ccc(CCC(=O)Nc2ccc(N(C)C)cc2)o1
    -12%, 0, -10, 18, -12%, 5, ?, -1%, 2%, -1%
- C=CCN(C(=O)CCC(=O)Nc1cc(C)on1)C(C(=O)NC1CCCC1)c1ccc(OC)cc1OC (stereo not drawn)
    -5%, 0, -9, -4, -1%, 1, 12%, 1%, 2%, 5%
- COc1ccccc1Nc1nc(-c2ccc3c(c2)NC(=O)CO3)cs1
    3%, -6, 8, 7, 5%, -1, -6%, 2%, 7%, 1%
- CC(C)[C@H](NC(=O)[C@@H]1CSC2c3ccccc3C(=O)N21)C(=O)NCc1ccncc1 (stereo partly drawn)
    3%, 1, -1, 14, 2%, 2, 0%, -1%, 1%, 2%
- Cc1cc(NC(=O)CN2CCN(S(=O)(=O)c3ccc(Cl)cc3)CC2)no1
    -2%, 4, 10, -6, 1%, -26, ?, 2%, 4%, -1%
- CC(C)N(Cc1nccn1C)C(=O)CC1C(=O)NCCN1Cc1ccc(F)c(F)c1 (stereo not drawn)
    -24%, nt, 14, 0, 22%, 9, -1%, 2%, 0%, -7%
- CCNc1nc(NCC)nc(OCCOC(=O)COc2ccc(Cl)cc2Cl)n1
    8%, 4, 56[activator], -6, 4%, 2, ?, 2%, 7%[46.1 µM], 3%
- CCOC(=O)Cn1cc(C(=O)C(=O)N2CCOCC2)c2ccccc21
    7%, nt, 6, 3, -4%, -35, -1%, 0%, 0%, -2%
- O=S(=O)(c1ccccc1)N(F)S(=O)(=O)c1ccccc1
    nt, nt, -28, 33, 7%, 0, ?, 21%, -5%, nt
- COc1cc(NC(=O)COC(=O)CCc2nc3ccccc3c(=O)[nH]2)cc(OC)c1
    nt, nt, 11, -2, 3%, 0, 0%, -4%, -4%, nt
- Cc1cnc2cc(Cl)c(Cl)cc2n1
    4%, -2, 1, 6, -2%, 4, 5%, -2%, -7%[46.1 µM], 0%

Continued, starting with the last 2 of the part before.
Below each SMILES: CXXC DNA block, Coupling enz, Giardia kill, TSHR antag, A-T KAP1 phos, hERG WT inh, Chronic BCR inh, Tb PFK block, TCR act, GALK inh
- COc1cc(NC(=O)COC(=O)CCc2nc3ccccc3c(=O)[nH]2)cc(OC)c1
    nt, nt, 11, -2, 3%, 0, 0%, -4%, -4%, nt
- Cc1cnc2cc(Cl)c(Cl)cc2n1
    4%, -2, 1, 6, -2%, 4, 5%, -2%, -7%[46.1 µM], 0%
- Cc1c(C=O)c2ccccn2c1C(=O)c1ccccc1Cl
    ?, 2, -11, -5, 17%, -8, ?, 7%, -16%, -2%
- COc1cc(C2NC(C(=O)O)Cc3c2[nH]c2ccccc32)cc(OC)c1OC (stereo not drawn)
    -1%, 1&-3, -11, 9, -4%, -7, -1%, -8%, 3%, -2%
- CNC(=O)N(O)C1N(C)C(=O)N(Cc2ccccc2)C1(C)C (stereo not drawn)
    -2%, 1, -6, 18, 0%, -40, ?, 19%, 1%, 0%
- COC(=O)c1ccc(CNC(=O)c2ccc3c(c2)S(=O)(=O)N=C2CCCCCN23)cc1
    nt, nt, -3, 3, 7%, -11, 1%, -3%, 0%, nt
- COC(=O)c1sc(N2CCCCC2)c(C#N)c1N
    10%, 0, -13, -3, 0%, 1, 8%, -3%, -10%, -2%
- O=C1c2ccccc2-c2ccc(C(=O)N3CCCCC3)cc21
    -4%, -8, 23, 10, 3%, 5, -8%, -5%, -5%, 6%
- COc1ccc(CC(=O)NCc2nnc(SCC(=O)Nc3cccc(F)c3)n2C)cc1
    0%, 0, -12, -11, -2%, 0, 2%, -1%, -4%, 2%
- COC(=O)CCCC[C@@H]1SC[C@@H](NC(=O)OC)[C@@H]1NC(=O)OC
    -17%, 2, -6, -9, nt, -1, -3%, -6%, -4%[46.1 µM], -3%
- COc1cccc(C(=O)C2CCCN(Cc3cn(C)nc3-c3ccccc3)C2)c1 (stereo not drawn)
    2%, 0, -4, -2, -2%, 9, -16%, 3%, -3%, 8%
- Cc1cc(SCc2cccc(C(F)(F)F)c2)nc(=O)[nH]1
    -2%, 0, 9, 6, 9%, 4, 2%, -4%, -1%, 2%
- COc1cccc(CNCC2CCCO2)c1 (stereo not drawn)
    -7%, 1, 9, -9, 15%, -2, 6%, 3%, -47%, 2%
- O=[N+]([O-])c1cccc(C2CC(c3ccccc3)=NN2c2ccccc2)c1 (stereo not drawn)
    -3%, -4, -10, 38, 5%, -11, 6%, 14%, nt, -8%
- COCCNCC(=O)Nc1ccc(OC(F)(F)F)cc1
    -5%, 0, -13, -3, -2%, -25, ?, -1%, 0%, 2%
- Cc1cc(C)c(O)c(-c2n[nH]c3c2C(c2cccc(O)c2)N(Cc2ccco2)C3=O)c1 (stereo not drawn)
    3%, -1, 2, 8, -8%, -91*, ?, 0%, 17%, 2%
- Cc1cc(C)c(S(=O)(=O)Nc2cccc3nsnc23)c(C)c1
    9%, -18, 12, -15, -2%, 7, 10%, -1%, 0%, 0%
- CCOc1ccc(OCC)c(NC(=O)CSc2nc3ccccc3c(=O)n2C)c1
    1%, -1, 0, -24, 1%, 2, 0%, -4%, 7%, 10%
- CCc1nnc(N/N=C\c2ccc(OC(C)=O)c(OC)c2)n1N
    1%, 1, -8, 3, 0%, 9, -5%, 1%, -2%, nt
- CCCOc1ccc(-c2cn3ccccc3n2)cc1
    4%, -4, ?, 2, -2%, 9, ?, -21%, 4%, 14%
- COc1ccccc1-c1nc(NC(C)=O)n[nH]1
    -12%, 1, 3, 13, -8%, -2, ?, 0%, -1%, -1%
- Cc1ccsc1/C=N/N1CCN(c2ccccc2)CC1
    -8%, -2, 4, 0, -14%, -5, -9%, -2%, nt, -1%
- CCCc1nnc2c(N(C)S(=O)(=O)c3ccc(C)cc3)nc3ccccc3n12
    2%, 2, -3, -6, 6%, -4, 4%, 10%, 0%[46.1 µM], 1%

Among those listed so far, 3 have a furan ring, fused or not:
Below each SMILES: CXXC DNA block, Coupling enz, Giardia kill, TSHR antag, A-T KAP1 phos, hERG WT inh, Chronic BCR inh, Tb PFK block, TCR act, GALK inh
- O=C(N/N=C/c1oc(O)c2ccccc12)c1ccccc1
    1%, 2, -26, -7, -3%, -14, nt, 1%, 3%, 0%
- Cc1ccc(CCC(=O)Nc2ccc(N(C)C)cc2)o1
    -12%, 0, -10, 18, -12%, 5, ?, -1%, 2%, -1%
- Cc1cc(C)c(O)c(-c2n[nH]c3c2C(c2cccc(O)c2)N(Cc2ccco2)C3=O)c1 (stereo not drawn)
    3%, -1, 2, 8, -8%, -91*, ?, 0%, 17%, 2%
